EBNA-1 inh: blocks EBNA-1 binding to DNA; EBNA-1 DNA binding, fluorescence polarization; inhibition, % at 14.8 µM; hit rate 0.34% among 300,000; AID 1950; in the data active = inhibition above about 28%
core dimer inh: HCV core protein dimerization inhibition; TR-FRET GST/Flag-core106 dimerization, 1536-well; inhibition, % at 5 µM; hit rate 0.33% among 300,000; AID 1899;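 active = inhibition above the mean of all tested compounds plus 3 SD, set per screening campaign, cut at about 45% in these data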
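Assay system: Tagged HCV core106 pair (GST and Flag) | Buffer or medium: KF-containing HEPES buffer, pH 7.45, DTT, CHAPS, BSA | Also added: Eu donor and XL665 acceptor anti-tag antibodies | Dosing: One concentration, 5 µM, in 0.5% DMSO | Timing: 4 h at 22.5 °C | Technique: TR-FRET 671 and 617 nm emission | Repeats: Singlicate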
PP1 inh: counter-screen for PP5 inhibitors: inhibitors of human PP1-alpha; inhibition, % at 6.7 µM; P62136; hit rate 0.9% among 320,000; purified PP1alpha, OMFP fluorescence; AID 2235;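 active = inhibition above the mean inhibition of all tested compounds plus 3 SD, computed separately for each screening campaign, cut at about 15% in these data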
Target sequence (P62136 whole entry, looked up): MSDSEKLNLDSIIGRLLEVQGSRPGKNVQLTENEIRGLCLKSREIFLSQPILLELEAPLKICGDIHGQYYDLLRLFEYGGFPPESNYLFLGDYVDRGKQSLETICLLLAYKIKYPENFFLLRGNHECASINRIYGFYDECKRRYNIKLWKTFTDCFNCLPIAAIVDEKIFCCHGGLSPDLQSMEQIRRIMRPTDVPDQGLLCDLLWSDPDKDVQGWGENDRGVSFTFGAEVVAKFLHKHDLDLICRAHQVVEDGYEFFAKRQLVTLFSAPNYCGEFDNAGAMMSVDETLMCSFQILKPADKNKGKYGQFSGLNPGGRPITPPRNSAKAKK
Fh CTSL1 inh: cathepsin L1 inhibition, PFM18AAP counter-screen; recombinant F. hepatica cathepsin L1, Z-Leu-Arg-MCA fluorescence; AID 1906; inhibition, % at 5.96 µM; hit rate 0.49% among 300,000;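 active = inhibition above the mean of all tested compounds plus 3 SD, set per screening campaign, cut at about 17% in these data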;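 also: 0% = plate median of test compound wells and 100% = 1 µM Z-Phe-Ala-diazomethylketone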
PP5 primary: blocks human protein phosphatase 5 activity; purified PP5c, OMFP substrate fluorescence; inhibition, % at 6.7 µM; hit rate 0.18% among 320,000; AID 1987;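 active = inhibition above the campaign's mean inhibition across all tested compounds plus 3 SD, cut at about 9.5% in these data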;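 also: 0% = DMSO only and 100% = 100 µM cantharidin control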
TPT1 inh: inhibitors of Candida albicans tRNA 2'-phosphotransferase TPT1; recombinant caTPT1, FP RNA substrate dephosphorylation; inhibition, % at 5 µM; hit rate 0.81% among 300,000;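 active = inhibition above the mean of all tested compounds plus 3 SD, set per screening campaign, cut at about 24% in these data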;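 also: plate controls were DMSO alone for no effect and ferristatin control at 100 nM for full effect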
Yeast superoxide: caloric restriction mimetics inhibiting age-related superoxide in yeast; hit rate 0.18% among 330,000; superoxide response (% of plate mean), % at 10 µM; S. cerevisiae aged cells, superoxide DHE fluorescence; hits give low values;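 active = superoxide response under a set limit, about three screen SD below normal, cut at about 65% in these data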;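 also: yeast aged for seven days with compound at 30 °C before DHE staining; 100% = average MFI of all compound-treated wells on the plate with controls excluded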
JMJD2C inh: blocks human GASC-1 demethylase activity | AID 2099 | inhibition, % at 2.35 µM | Q9H3R0 | hit rate 0.069% among 330,000 | GST-JMJD2C(1-420) H3K9me3 demethylation, DELFIA europium;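 active = more than half of a compound's replicate wells show inhibition beyond 50%, single wells judged on their own value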;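 also: signal counts dimethyl H3K9 product captured on neutravidin plate; 0% = median of DMSO wells and 100% = 0.3 times that DMSO median; strong numbers were not always called active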
Target sequence (Q9H3R0 1-420 limits assumed): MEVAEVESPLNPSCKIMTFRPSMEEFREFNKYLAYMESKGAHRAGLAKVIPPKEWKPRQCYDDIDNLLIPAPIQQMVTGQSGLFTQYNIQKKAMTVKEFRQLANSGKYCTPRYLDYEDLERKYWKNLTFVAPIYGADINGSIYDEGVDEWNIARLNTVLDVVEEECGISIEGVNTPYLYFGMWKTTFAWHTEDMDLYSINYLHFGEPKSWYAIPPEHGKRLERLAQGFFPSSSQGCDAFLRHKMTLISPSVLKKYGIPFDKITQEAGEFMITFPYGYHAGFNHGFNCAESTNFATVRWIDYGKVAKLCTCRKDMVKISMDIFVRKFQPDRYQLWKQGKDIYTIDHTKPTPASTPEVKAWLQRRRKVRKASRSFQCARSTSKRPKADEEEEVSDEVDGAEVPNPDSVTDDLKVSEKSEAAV
ZTA counter: ZTA (EBV) inhibition in EBNA-1 counter-screen; P03206; ZTA-DNA binding, fluorescence polarization; inhibition, % at 11 µM; hit rate 0.15% among 320,000; in the data active = inhibition above about 33%
Target sequence (P03206 whole entry, looked up): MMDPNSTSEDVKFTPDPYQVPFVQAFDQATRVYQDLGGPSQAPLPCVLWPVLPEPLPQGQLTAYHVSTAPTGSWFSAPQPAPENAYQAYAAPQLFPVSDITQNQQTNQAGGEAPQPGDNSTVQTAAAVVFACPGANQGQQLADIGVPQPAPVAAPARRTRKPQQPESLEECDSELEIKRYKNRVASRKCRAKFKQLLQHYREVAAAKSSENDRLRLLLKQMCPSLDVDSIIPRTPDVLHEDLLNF
* hit, by the source's call; nt = not tested or not shown.

canonical_smiles	EBNA-1 inh	core dimer inh	PP1 inh	Fh CTSL1 inh	PP5 primary	TPT1 inh	Yeast superoxide	JMJD2C inh	ZTA counter
CN1C2C=C3C(C#N)=C(N)C(C#N)(C#N)[C@@H](c4ccsc4)[C@@H]3C1CC2 (some centres not stated)	-10	14	6	3	-0.7	-9	97	4	9
COc1ccc2[nH]c3c(Cl)ncnc3c2c1	17	-4	3	1	3.3	-4	87	-3	12
Cc1ccccc1CN1CCC(CNC(=O)C2CCCN(c3ncnc4c3nc3n4CCCCC3)C2)CC1 (configuration not stated)	-10	1	-1	7	0.3	1	88	39	-23
O=C(O)c1sccc1S(=O)(=O)N1CCOCC1	nt	nt	-3	nt	1.4	nt	93	-11	-8
CC(OC(=O)c1ccc(S(=O)(=O)N2CCCCC2)cc1)C(=O)NC1CCCCC1C (configuration not stated)	3	7	-4	2	0.4	-2	110	7	-5
O=C(CN1CCC(n2nnc3cc(C(F)(F)F)ccc32)CC1)N1CCc2ccccc21	-3	-3	-3	-3	0.0	2	87	1	-1
O=C(COc1ccccc1)NC1CCCCCCC1	10	-14	-2	4	4.3	-5	104	8	-25
CC(=O)Nc1ccc(/C=C/c2ccc3c([N+](=O)[O-])cccc3n2)cc1	-5	-3	-2	1	1.0	2	107	8	1

canonical_smiles	EBNA-1 inh	core dimer inh	PP1 inh	Fh CTSL1 inh	PP5 primary	TPT1 inh	Yeast superoxide	JMJD2C inh	ZTA counter
CSc1nnc(C(C)c2ncc(C(F)(F)F)cc2Cl)n1C (configuration not stated)	6	-4	-3	0	-2.6	-2	97	-6	26
CCC(=O)Nc1c2c(nn1-c1ccc(F)cc1)CS(=O)(=O)C2	1	2	-4	-3	0.6	3	103	-4	8
O=S(=O)(c1cnccc1N1CCN(CCO)CC1)N1CCCCC1	12	8	3	-1	1.3	-2	98	0	2
CCOc1ccc(-c2nnc(-c3cccnc3)o2)cc1OCC	2	5	-7	0	2.5	0	102	6	-2
CCCOc1ccc(/C=N/NC(=O)C(C)Sc2ccccn2)cc1OCC (configuration not stated)	4	6	-4	1	4.1	1	99	5	13
C=C(C)CN(CC)C(=O)CSc1ccc(S(=O)(=O)N2CCN(Cc3ccccc3)CC2)cn1	nt	nt	1	nt	3.1	nt	100	13	-4
NC(=O)C1=C[C@@H](c2csc3ccccc23)C[C@@H](OCCCCO)O1	13	-13	-5	-2	-0.8	-5	96	0	-9
COc1ccccc1C(=O)Nc1c(C)n(C)n(-c2ccccc2)c1=O	4	4	-6	-2	2.6	5	131	2	5

canonical_smiles	EBNA-1 inh	core dimer inh	PP1 inh	Fh CTSL1 inh	PP5 primary	TPT1 inh	Yeast superoxide	JMJD2C inh	ZTA counter
Cn1c(=O)cc(SCC(=O)N2CCN(Cc3ccc4c(c3)OCO4)CC2)c2ccccc21	2	8	-1	2	-0.3	3	95	18	17
Cc1ccc(S(=O)(=O)/N=C2\SC(CC(=O)Nc3ccc(F)cc3)C(=O)N2c2ccccc2)cc1 (configuration not stated)	-3	9	-1	3	3.5	-4	104	-2	-1
COc1ccc(OC)c(/C=C2\Oc3cc(OCC(=O)N4CC(O)C[C@H]4C(=O)O)ccc3C2=O)c1 (some centres not stated)	1	-2	2	3	1.5	16	87	0	-3
Cc1ccc(-c2c[n+](Cc3ccc(Cl)cc3)c3n2CCC3)cc1	-5	-2	-4	-2	-0.8	-3	103	-4	-9
Cc1cccc(C(=O)C2CCN(S(=O)(=O)c3ccc(C(=O)O)cc3)CC2)c1	12	-2	-2	2	0.2	0	70	-12	3
Cc1cc(C)c(CSc2nnnn2-c2ccc(C(=O)O)cc2)c(C)c1	6	6	0	-2	-0.5	0	162	4	17
O=S(=O)(Nc1ccc2c(c1)nc1n2CCN(Cc2ccccc2)C1)c1ccccc1	4	14	6	3	0.9	6	91	-2	-9
COc1ccc(-c2csc(NC(=O)c3ccco3)n2)cc1	3	6	-1	5	2.9	0	103	-1	1

canonical_smiles	EBNA-1 inh	core dimer inh	PP1 inh	Fh CTSL1 inh	PP5 primary	TPT1 inh	Yeast superoxide	JMJD2C inh	ZTA counter
O=C(COC(=O)C1CCC1)c1c[nH]c2ccccc12	-1	0	-6	-4	-0.6	2	110	9	0
Cc1ccc(C(=O)NCc2ccccn2)cc1S(=O)(=O)N1CCOCC1	nt	nt	-2	nt	-2.3	nt	110	22	-9
CC1CCCN(C(=S)Nc2ccc(F)cc2)C1 (configuration not stated)	-13	-4	-1	1	3.3	3	95	-31	-12
Cc1c(C(=O)Nc2ccc3c(c2)OCCO3)oc2ccc(Br)cc12	nt	nt	-1	nt	3.5	nt	92	-6	-20
CCOC(=O)C1CCCN(c2nc3ccccc3nc2C(C#N)C(=O)NCc2ccccc2)C1 (configuration not stated)	0	-4	2	-3	3.3	18	104	-1	-13
COc1ccc(C(=O)Nc2c(C(C)(C)C)nn(C)c2C(C)(C)C)cc1	4	2	-5	-1	-2.1	-2	106	-6	13
O=C(NN1C(=O)C2C(C1=O)C1C=CC2C12CC2)c1ccccc1Cl (configuration not stated)	-6	-3	-6	0	-1.5	4	112	-5	0
O=C(NNS(=O)(=O)c1ccccc1)C1CCN(S(=O)(=O)c2ccccc2)CC1	-4	-4	1	1	3.5	-2	103	3	-4

canonical_smiles	EBNA-1 inh	core dimer inh	PP1 inh	Fh CTSL1 inh	PP5 primary	TPT1 inh	Yeast superoxide	JMJD2C inh	ZTA counter
COc1ccc2cc3cc(C(=O)Nc4ccc5c(c4)OCCO5)oc3nc2c1	8	3	15	5	-0.4	-2	94	9	11
O=S(=O)(Nc1ccc(-c2cn3cccnc3n2)cc1)c1ccccc1	8	-5	-3	1	2.8	1	110	-6	-5
COc1cccc(CNS(=O)(=O)c2c(C)nc3sccn3c2=O)c1	6	-10	0	1	-0.2	-1	81	8	8
O=C(CC1C(=O)NCCN1Cc1ccc(F)cc1Cl)NCc1ccon1 (configuration not stated)	10	8	-2	0	-0.8	-8	122	8	3
O=C(Cc1ccc(-c2ccccc2)cc1)N1CCOCC1	-1	-1	-3	6	-0.5	7	95	-13	4
CCOc1ccc(N(CC(=O)Nc2cc(OC)cc(OC)c2)S(=O)(=O)c2c(C)[nH]c(=O)[nH]c2=O)cc1	1	-2	-2	2	0.9	0	112	7	14
CC1=CC(C)(C)NC(=S)N1c1ccccc1C	-2	-3	-2	-1	-1.4	2	84	6	-17
COc1ccc(S(=O)(=O)Oc2ccc3cccc(N)c3c2)cc1	-7	-1	-1	2	6.3	3	104	-12	-15

canonical_smiles	EBNA-1 inh	core dimer inh	PP1 inh	Fh CTSL1 inh	PP5 primary	TPT1 inh	Yeast superoxide	JMJD2C inh	ZTA counter
O=C(O)C1CCCCN1S(=O)(=O)c1ccc(Cl)s1 (configuration not stated)	6	1	-1	1	0.8	-4	101	-8	4
CCCN(CCC)CC(O)CN1C(=O)N(CN2C(=O)N(CC(O)CN(CCC)CCC)C(=O)C2(C)C)C(C)(C)C1=O (configuration not stated)	-12	-3	-2	-1	3.6	-3	102	8	0
CN(C)C(=O)CCSc1nnc(-c2ccncc2)o1	14	4	-2	-3	-1.4	0	101	-11	-1
O=[N+]([O-])c1ccc(Nc2ccccn2)c([N+](=O)[O-])c1	4	3	-4	4	-0.2	-3	156	-7	3
CCCCCC(=O)Nc1nc2ccccc2[nH]1	-2	0	-4	3	0.7	1	106	3	7
O=C(O)c1cccc(NC(=O)c2cn(-c3ccccc3)nc2-c2ccc([N+](=O)[O-])cc2)c1	1	9	3	0	6.0	4	104	-8	4
NS(=O)(=O)c1ccc(-n2ncc3c(=O)[nH]c(SCC(=O)Nc4nccs4)nc32)cc1	0	0	-2	4	0.9	2	119	20	-7
COc1ccc([C@H]2CC(=O)C=C(c3cc(Cl)ccc3OC)C2)cc1	nt	nt	1	nt	4.5	nt	94	-3	-21

canonical_smiles	EBNA-1 inh	core dimer inh	PP1 inh	Fh CTSL1 inh	PP5 primary	TPT1 inh	Yeast superoxide	JMJD2C inh	ZTA counter
CC(C)CCn1c(=O)c2sccc2n2c(CCCC(=O)N3CCN(c4ccccn4)CC3)nnc12	2	3	-3	-7	0.3	-2	87	21	9
CN(Cc1cccc(F)c1)C(=O)CNS(=O)(=O)c1ccc2ccccc2c1	-1	7	1	-2	2.7	-4	100	4	5
Oc1ccc(N=Nc2nc(-c3ccccc3)c(-c3ccccc3)[nH]2)cc1	-4	-6	3	8	6.1	31*	103	10	5
COc1ccc(S(=O)(=O)N2N=C(c3ccc(NS(C)(=O)=O)cc3)CC2c2ccco2)cc1 (configuration not stated)	16	11	-3	2	1.8	7	113	2	8
Cc1cc(C)cc(N(C(=O)CNS(=O)(=O)c2ccccc2)C(C(=O)NCc2ccccc2)c2ccc(C)o2)c1 (configuration not stated)	-18	16	10	3	4.7	1	128	-5	-17
COc1ccc(CN(CCNC(=O)CCCCC(=O)NCCN(Cc2ccc(OC)cc2)C(C)C)C(C)C)cc1	-10	-1	-7	5	-1.9	-2	95	-13	6
C=C(C)c1ccccc1	nt	nt	3	nt	3.2	nt	77	1	6
C/C(=N\NC(=S)Nc1cccc(C)c1)c1ccccc1	-2	2	1	4	2.9	0	101	7	8

canonical_smiles	EBNA-1 inh	core dimer inh	PP1 inh	Fh CTSL1 inh	PP5 primary	TPT1 inh	Yeast superoxide	JMJD2C inh	ZTA counter
CCn1c(=O)cc(SCC(=O)Nc2cccc(SC)c2)c2ccccc21	22	12	-1	3	3.5	-3	113	3	1
C/C(=N\Nc1ccc(Cl)c(C(=O)O)c1)c1ccccn1	10	-4	-4	4	-0.6	-8	93	-5	-5
OC1(C#CCN2CCOCC2)CCCCC1	2	5	-2	-3	2.8	-3	100	2	11
CCOC(=O)c1c(C)[nH]c(N=Nc2ccccc2)c1C	0	-17	8	-1	2.1	-3	110	28	19
COC(=O)c1ccc(/C=C2/C(=O)Oc3ccccc32)cc1	7	6	7	1	3.5	3	98	10	10
COc1ccc(N2CCN(C(=O)C3CCCN(S(=O)(=O)c4c(C)noc4C)C3)CC2)cc1 (configuration not stated)	-3	1	-2	-4	-0.4	1	103	-3	-7
CC(=O)Nc1ccc2nc(NS(=O)(=O)c3ccc(C)cc3)sc2c1	-2	-4	0	0	0.0	3	87	1	-12
Cc1cc(=O)cc(C)n1-c1ccc2c(c1)nc(C)n2-c1ccccc1	-1	2	0	-3	2.7	0	87	17	-13

canonical_smiles	EBNA-1 inh	core dimer inh	PP1 inh	Fh CTSL1 inh	PP5 primary	TPT1 inh	Yeast superoxide	JMJD2C inh	ZTA counter
CCOC(=O)C1=C(C)NC2=C(C(=O)c3ccccc32)C1c1cccnc1 (configuration not stated)	-7	-34	-3	-1	0.9	0	106	1	1
Cc1ccc(-c2nnc(COC(=O)c3cccs3)o2)cc1	2	12	-3	-2	-1.8	0	87	-1	13
CCCC(C)NC(=O)c1ccc(-c2ccccc2)cc1 (configuration not stated)	10	5	-1	0	-0.3	-1	119	6	16
CC(=O)Nc1ccc(S(=O)(=O)NCC(=O)OCC(=O)c2cc(C)n(-c3ccc4c(c3)OCO4)c2C)cc1	0	14	5	-7	0.8	-2	98	9	-15
O=C(NCC1CCCN1S(=O)(=O)c1cccs1)c1ccccc1F (configuration not stated)	7	1	5	-4	-0.2	0	89	-1	-5
O=C(Cc1ccccc1F)OCN1C(=O)c2ccccc2C1=O	-9	-9	9	-2	1.9	-1	nt	-27	-1
CC(=O)Nc1cccc(/C(C)=N/NS(=O)(=O)c2ccc(C)cc2)c1	-3	-6	-2	2	2.7	-2	111	1	11
Nc1ncnc2c1C1(CCCCC1)Cc1ccccc1-2	3	-4	2	-3	2.5	-3	118	30	-5
Cc1cc(N2CCN(C(=O)c3ccco3)CC2)n2ncnc2n1	-3	-9	1	0	-1.3	-4	92	12	-1
Cc1ccccc1NC(=O)CN1C(=O)CSc2ccccc21	0	3	-6	-2	-0.8	0	107	-7	-10
Cc1ccc(C)c(N(CC(=O)NC2CCCCC2)C(=O)c2snc(C(N)=O)c2N)c1	11	6	-2	3	1.6	-3	98	-1	2
